LDHA block – qHTS assay for inhibitors of human lactate dehydrogenase | 480,000 tested, 0.15% active | AID 1347041, 2019 | L-lactate dehydrogenase A chain (Homo sapiens), P00338 | activity change, % (values are at about 110 or 230 µM) | purified LDHA, NADH/diaphorase-resazurin fluorescence; hits give low values; in the data active means activity change below about -30%; inconclusive means mostly about -25% to -30%;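 further: plate controls were DMSO wells for no effect and wells without enzyme for full effect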
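Resorufin fluorescence (ex540/em590), read at 0 and 20 min after diaphorase/resazurin addition, reports the NADH left after a 5 min room-temperature reaction of 2 nM human LDH5 with 0.06 mM NADH and 0.2 mM pyruvate.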
PI4K2A inh – qHTS for small molecular inhibitors of PI4K2A; Phosphatidylinositol 4-kinase type 2-alpha (Homo sapiens), Q9BTU6; purified PI4K2A, ADP-Glo luminescence, 1 h; hits give low values; activity change, negative = inhibition, % at 76.9 µM; 420,000 tested, 0.13% active; in the data active means activity change below about -50%; inconclusive means mostly about -30% to -49%;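 further: -100% = wells without enzyme as full effect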
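In this quantitative HTS, ADP production by PI4K2A was quantified luminescently after 1 h at ambient temperature; 100 microM adenosine served as plate-quality control.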
TrxR1 substrate – qHTS Assay for Substrates of Mammalian Selenoprotein Thioredoxin Reductase 1 (TrxR1): qHTS; Thioredoxin reductase 1, cytoplasmic (Rattus norvegicus), O89049; purified TrxR1 substrate turnover, NADPH consumption readout; Potency, µM (highest dose often 114 µM), for the others: top-dose activity change, negative = substrate turnover; 390,000 tested, 0.01% active; further: potency means the concentration at half of the fitted maximal effect; on the % scale 0 is the no-effect control and ±100 the full control effect; nearly all actives have a fitted effect of over 50% in size
Target sequence (O89049 whole entry, looked up): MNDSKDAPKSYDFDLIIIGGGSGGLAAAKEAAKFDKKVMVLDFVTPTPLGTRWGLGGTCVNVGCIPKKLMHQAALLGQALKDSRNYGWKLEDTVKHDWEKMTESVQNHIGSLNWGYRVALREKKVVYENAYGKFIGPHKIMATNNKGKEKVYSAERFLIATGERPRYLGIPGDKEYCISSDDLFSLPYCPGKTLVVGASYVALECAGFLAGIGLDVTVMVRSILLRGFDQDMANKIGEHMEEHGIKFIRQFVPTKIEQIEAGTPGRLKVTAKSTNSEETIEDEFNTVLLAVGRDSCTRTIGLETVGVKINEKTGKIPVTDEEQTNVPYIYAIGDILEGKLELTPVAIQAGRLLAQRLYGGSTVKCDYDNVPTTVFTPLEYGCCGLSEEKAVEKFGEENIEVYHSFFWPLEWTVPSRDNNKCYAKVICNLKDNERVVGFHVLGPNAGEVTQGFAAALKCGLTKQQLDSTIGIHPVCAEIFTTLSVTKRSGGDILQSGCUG
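Rat TrxR1, dispensed at 90 nM, was prereduced with 400 uM NADPH (final) for 5 min at ~22 deg C, then incubated with compound 15 min before 400 uM selenite. A first-read NADPH fluorescence drop versus no-compound background flagged substrates.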
Vif-APOBEC3G blk – qHTS for Inhibitors of Vif-A3G Interactions: qHTS; Potency, µM (doses to about 46.1 µM), inactives show top-dose activity, negative = active, actives largely listed as inhibitors; DNA dC->dU-editing enzyme APOBEC-3G (Homo sapiens), Q9HC16; HeLa A3G-eYFP + Vif (tagged APOBEC3G with the HIV-1 protein that degrades it), YFP fluorescence, overnight; 410,000 tested, 0.076% active;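 further: potency means the concentration at half of the fitted maximal effect; on the % scale 0 is the no-effect control and ±100 the full control effect; nearly all actives have a fitted effect of over 60% in size; hits raise eYFP signal because A3G escapes Vif-driven loss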
Target sequence (Q9HC16 whole entry, looked up): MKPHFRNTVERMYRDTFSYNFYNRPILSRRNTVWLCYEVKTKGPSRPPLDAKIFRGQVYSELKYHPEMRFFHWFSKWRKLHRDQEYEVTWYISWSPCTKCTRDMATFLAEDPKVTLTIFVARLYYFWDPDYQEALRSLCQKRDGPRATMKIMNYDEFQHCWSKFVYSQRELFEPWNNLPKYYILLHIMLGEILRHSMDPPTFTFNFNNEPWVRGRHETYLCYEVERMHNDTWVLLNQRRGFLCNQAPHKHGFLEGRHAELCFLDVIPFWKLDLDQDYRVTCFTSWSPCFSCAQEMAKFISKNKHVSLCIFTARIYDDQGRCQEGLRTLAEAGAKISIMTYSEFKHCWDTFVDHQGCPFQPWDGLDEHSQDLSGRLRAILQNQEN
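HeLa cells stably expressing Vif and C-terminally eYFP-tagged A3G, seeded overnight at 37 deg C, then exposed to compound by pintool overnight at 37 deg C. Rise in yellow fluorescence (Ex 488/Em 500-530, Acumen) marks blocked Vif-driven A3G degradation.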
RXFP1 ag – qHTS Assay for Agonists of the Relaxin Receptor RXFP1; 370,000 tested, 0.3% active; HEK293T-RXFP1 cAMP TR-FRET, 30 min; response scale: percent of porcine relaxin response, buffer zero; Potency, µM (highest dose often 57.5 µM), without a hit: top-dose activation, usual class: activators; further: potency means the concentration at half of the fitted maximal effect; on the % scale 0 is the no-effect control and ±100 the full control effect; nearly all actives have a fitted effect of over 60% in size; many of its hits are not listed in these tables
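cAMP rise read by TR-FRET after 30 min, 37C compound exposure (up to 58 uM) in RXFP1-transfected HEK293 cells with Ro 20174 present. EC50 from Hill-equation fits, with 29 nM porcine relaxin as 100% and buffer as basal.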
Glioma ERSR ind – qHTS for Inducers of the Endoplasmic Reticulum Stress Response (ERSR) in Human Glioma: qHTS | U87-MG GRP78 promoter luciferase reporter, 16 h | Potency, µM, without a hit: top-dose activation, actives largely listed as activators | 420,000 tested, 0.02% active; further: potency means the concentration at half of the fitted maximal effect; series mostly up to about 76 µM; % of control where 0% means no effect; nearly all actives have a fitted effect of over 35% in size
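ERSR induction read as luciferase luminescence (Bright-Glo, 10 min at room temperature) in stably transfected human U87-MG glioma cells exposed to compounds for 16 h, using GRP78 as sensor.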
IDH1 R132H inh – qHTS for Inhibitors of mutant isocitrate dehydrogenase 1 (IDH1): qHTS; Isocitrate dehydrogenase [NADP] cytoplasmic (Homo sapiens), O75874; IDH1-R132H enzyme, NADPH consumption, diaphorase/resazurin fluorescence; Potency, µM (series often up to 76.6 µM), without a hit: at the top dose activity change, negative = inhibition, actives largely listed as inhibitors; 390,000 tested, 0.093% active; AID 602179, 2012; further: potency means the concentration at half of the fitted maximal effect; on the % scale 0 is the no-effect control and ±100 the full control effect; nearly all actives have a fitted effect of over 65% in size
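IDH1-R132H (0.5 ug/mL) preincubated 30 min with compound, then NADPH (0.016 mM) and alpha-KG (2 mM) added; 80 min at RT, pH 7.5. Remaining NADPH coupled via diaphorase/resazurin to fluorescence (540/590 nm); concentration-response curves normalized to no-enzyme control.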
Vif-APOBEC3F blk – qHTS for Inhibitors of Vif-A3F Interactions: qHTS; HeLa A3F-eYFP + Vif (tagged APOBEC3F with the HIV-1 protein that degrades it), YFP fluorescence increase; Potency, µM (doses to about 46.1 µM), inactives show top-dose activity, negative = active; 390,000 tested, 0.2% active; AID 602313, 2012; further: potency means the concentration at half of the fitted maximal effect; % of control where 0% means no effect; nearly all actives have a fitted effect of over 65% in size
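HeLa cells stably expressing A3F-eYFP plus Vif, plated and incubated overnight at 37 deg C, then exposed to compounds overnight at 37 deg C. Blocked degradation read as raised yellow fluorescence (Ex 488/Em 500-530).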
USP1 inh – Inhibitors of USP1/UAF1: Primary Screen; Ubiquitin carboxyl-terminal hydrolase 1 (Homo sapiens), O94782; recombinant USP1/UAF1, Ub-Rhodamine cleavage fluorescence; Potency, µM (doses to about 57.1 µM), for the others: top-dose activity change, negative = inhibition, usual class: inhibitors; 390,000 tested, 0.23% active; further: potency means the concentration at half of the fitted maximal effect; on the % scale 0 is the no-effect control and ±100 the full control effect; nearly all actives have a fitted effect of over 60% in size; inactives centre near -12
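Step one: compound is pinned into 1nM USP1/UAF1 in HEPES pH 7.8 buffer with TCEP. Step two: 15 min room-temperature incubation. Step three: Ub-Rho (150nM final) starts cleavage, tracked by fluorescence over six one-minute reads.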
* = called active by the depositor; ? = inconclusive; . = not tested or not shown; [ ] = remark or other dose. Unless noted, the call rests on the fitted dose curve; in most records, active means well fitted curve in the direction sought with a large enough effect; inconclusive means small, poorly fitted or top-dose-only effect, or another doubt; inactive means no such curve, though single readings can be large; an effect the other way counts as inactive or inconclusive.

| smiles | LDHA block | PI4K2A inh | TrxR1 substrate | Vif-APOBEC3G blk | RXFP1 ag | Glioma ERSR ind | IDH1 R132H inh | Vif-APOBEC3F blk | USP1 inh |
| --- | --- | --- | --- | --- | --- | --- | --- | --- | --- |
| CCc1c(O)nc(SCC(=O)Nc2nc3ccccc3s2)n(-c2ccccc2)c1=O | -11.3 | 2.0 | 4.7%[57.1 µM] | -1.6% | 0.8% | 0.2% | -4.9% | -2.0% | -2.3% |
| O=C(CCn1ccnc1)Nc1ccc2ccccc2c1 | 1.1 | 3.6 | -4.6% | 0.3% | 1.7% | -1.7% | 3.6% | -16.8% | -1.0% |
| Cc1ccc(NC(=O)CSc2nnc(-c3ccccc3)n2C)cc1 | -2.9 | . | 2.5% | 1.4% | . | -5.2% | . | . | . |
| Cc1cc(C)c(C)c(S(=O)(=O)N2CCC(C(=O)NCCCN3CCOCC3)CC2)c1C | 0.2 | -1.2 | 5.6% | 0.6% | 0.5% | -5.0% | 6.3% | -0.1% | -18.0% |
| CC(=O)Nc1ccc(S(=O)(=O)NCCSCc2ccc(Cl)cc2Cl)cc1 | -0.6 | -5.7 | -4.0% | -5.5% | 1.0% | -9.1% | -2.2% | -0.3% | -21.1% |
| COc1cc(C(=O)NCC(=O)N/N=C/c2c(C)[nH]c3ccccc23)cc(OC)c1OC | -4.4 | 3.9 | -10.1% | ? | -1.7% | -3.1% | 4.0% | 8.2% | -11.5% |
| O=c1c2ccccc2nnn1CSc1ccc2c(c1)OCCO2 | -2.9 | -1.5 | -9.5% | -3.8% | -4.2% | 5.4% | 7.8% | 5.7% | -1.3% |
| O=C1C=C(c2ccc3c(c2)OCO3)CCC1 | -2.0 | -0.9 | 7.7%[57.1 µM] | 2.2% | . | -0.9% | -7.8% | 5.7% | -24.5% |
| CS(=O)(=O)c1nc(S(=O)(=O)c2ccc(Cl)cc2)c(N2CCOCC2)s1 | -4.8 | -2.8 | 2.8% | 0.8% | 2.5% | -7.2% | 2.3% | -12.3% | -21.8% |
| COc1ccc2oc(-c3cccc(NC(=O)c4cc([N+](=O)[O-])ccc4N4CCOCC4)c3)nc2c1 | -11.9 | -3.3 | -5.7% | -1.9% | -0.7% | 0.8% | -8.2% | -13.4% | -13.1% |
| COCCc1ncc(CN2CCC(C(=O)Nc3cccc(-c4cscn4)c3)CC2)cn1 | -5.7 | 5.2 | 7.0%[57.1 µM] | 6.9% | 0.2% | -6.0% | -11.5% | -2.4% | -11.1% |
| CC1Cc2ccccc2N1C(=O)CCS(=O)(=O)c1cccs1 (stereo not drawn) | -0.6 | -2.9 | 11.7%[57.1 µM] | 1.9% | 1.2% | 1.9% | -5.1% | -6.1% | -6.7% |
| COC(=O)c1sccc1NC(=O)Cn1cnc2c1c(=O)n(C)c(=O)n2C | -1.4 | 5.1 | 3.7% | 2.9% | 14.3% | 1.3% | 7.2% | -1.8% | -19.2% |
| COc1ccc2c(CNCc3cccs3)c(C(=O)O)n(Cc3ccccc3)c2c1 | -9.7 | -2.1 | 0.0% | -1.8% | 2.8% | -1.7% | -2.0% | 1.0% | ? |
| COc1cccc(NC(=O)CSC2=Nc3ccccc3C3=NC(CCC(=O)NCc4ccco4)C(=O)N23)c1 (stereo not drawn) | -7.4 | -1.0 | 5.8%[57.1 µM] | -0.4% | -0.1% | -2.7% | 0.0% | 2.4% | ? |
| Cc1cc(C)cc(N2CC(C(=O)OCC(=O)Nc3cc(C)on3)CC2=O)c1 (stereo not drawn) | -5.2 | -16.0 | -12.3% | -0.9% | -0.9% | -4.7% | -5.8% | 0.3% | 11.5% |
| COc1ccc(CN2CCNC(=O)C2CC(=O)NC2CCCCCCC2)cc1OC (stereo not drawn) | 0.9 | 0.6 | 2.3% | -1.5% | 0.7% | -7.0% | -1.3% | -0.6% | -6.9% |
| N=C1/C(=C\c2ccc(OC(=O)c3ccccc3)cc2)C(=O)N=C2SC(N3CCOCC3)=NN12 | -2.5 | -3.0 | -5.8%[57.1 µM] | -7.6% | 3.5% | -2.6% | -16.7% | -4.0% | -1.0% |
| CCOC(=O)c1ccc(NC(=O)c2ncn3c2C(=O)NC[C@@H]3C)cc1 | -1.0 | -1.7 | . | 2.7% | . | -2.9% | 1.4% | 1.6% | -13.6% |
| O=C(Nc1ccccc1-c1ccccc1)c1ccccc1Br | 2.2 | -5.2 | 3.7% | -15.5% | 2.4% | -0.9% | 2.7% | 1.4% | -24.9% |
| COc1ccc(S(=O)(=O)N(C)C)cc1NC(=O)c1ccc(OCC(=O)N2CCOCC2)c(OC)c1 | -8.9 | -4.5 | 2.2% | 0.9% | 8.8% | -1.6% | -1.0% | -5.9% | -21.3% |
| O=C(c1ccco1)N1CCCC(c2nc3c(nnn3Cc3ccc(Cl)cc3Cl)c(=O)[nH]2)C1 (stereo not drawn) | -4.4 | 2.2 | -7.5% | -0.6% | -0.2% | 1.2% | -10.1% | 10.1% | 0.0% |
| O=C(C[C@@H]1C/C=C\C[C@@H](Cc2ccc(F)cc2)C(=O)OC[C@H]2CCCN2C1=O)N[C@H](CO)Cc1ccccc1 | -1.6 | -3.4 | -5.5% | 0.1% | . | 11.3% | -3.8% | 5.1% | -3.8% |
| Cc1cc(C(=O)NNC(=S)Nc2cccc(C(F)(F)F)c2)nn1C | -0.9 | -1.8 | -1.9% | 1.2% | -0.9% | -3.9% | -9.9% | -5.4% | -11.1% |
| S=c1[nH]nc(-c2ccc3ccccc3n2)n1-c1ccc2ncccc2c1 | 1.6 | 4.3 | -5.2% | -0.2% | 1.6% | -3.3% | -3.2% | -9.1% | -12.5% |
| Cc1ccccc1OCC(=O)NNC(=O)C1CC(=O)N(c2ccc3c(c2)OCCO3)C1 (stereo not drawn) | -4.2 | 1.2 | 0.2% | -2.3% | -0.5% | -4.8% | -8.7% | -13.5% | -3.7% |
| CC(C)Cn1c(SCC(=O)N2CCCCC2)nc2ccccc2c1=O | -0.3 | -0.3 | -13.3% | -0.3% | -1.7% | -6.8% | 4.7% | 2.9% | -10.1% |
| Cc1ccc(S(=O)(=O)N2CCN(C(=O)c3ccccc3)CC2)c(C)c1NS(C)(=O)=O | -0.4 | -0.6 | 5.3% | -0.4% | -0.7% | -4.8% | 16.8% | -1.5% | -16.5% |
| O=C(Nc1nnc(-c2ccc(Cl)s2)o1)C1CCCCC1 | -1.5 | -1.5 | 14.6% | 0.6% | . | -2.8% | 14.4% | 0.3% | -26.1% |
| Nc1nc(COC(=O)CCC(=O)c2ccc(Cl)cc2)nc(Nc2ccccc2)n1 | -15.4 | -4.2 | 5.4% | -3.9% | -0.3% | 3.3% | 4.4% | -0.1% | -5.5% |
| Cc1ccc(-c2nc(SCC(=O)N3CCc4ccccc43)c3c(=O)n(C)c(=O)n(C)c3n2)cc1 | -3.5 | -4.5 | 2.7%[57.1 µM] | . | 2.3% | . | . | . | -21.7% |
| CC(CC(=O)NCC1CCCO1)c1ccccc1 (stereo not drawn) | -7.5 | -4.8 | 2.1% | 1.3% | 1.8% | -1.2% | -5.6% | 1.4% | -6.3% |
| CC1Sc2ccc(S(=O)(=O)CCC(=O)Nc3ccccc3Cl)cc2NC1=O (stereo not drawn) | -5.3 | -0.4 | -4.2% | 4.5% | 0.0% | 6.2% | 2.4% | -0.3% | -20.2% |
| COc1ccc(CN2CCNC(=O)C2CC(=O)NCc2cnn(C)c2)cc1OC (stereo not drawn) | 3.0 | -0.1 | 10.2% | -5.2% | 0.5% | -4.1% | 12.1% | 5.4% | -12.3% |
| COc1cccc(NC(=O)N2CCN(C(=O)c3nsc4ccccc34)CC2)c1 | 1.3 | -0.6 | 5.3% | . | -0.9% | . | . | . | ? |
| Cc1ccc(S(=O)(=O)N2CCOC2CNC(=O)C(=O)NCc2ccccn2)cc1 (stereo not drawn) | -4.3 | 2.6 | -1.8% | -0.2% | -1.0% | 0.1% | 1.5% | -2.7% | 5.1% |

Not a retest: 2 of the compounds above.
| smiles | LDHA block | PI4K2A inh | TrxR1 substrate | Vif-APOBEC3G blk | RXFP1 ag | Glioma ERSR ind | IDH1 R132H inh | Vif-APOBEC3F blk | USP1 inh |
| --- | --- | --- | --- | --- | --- | --- | --- | --- | --- |
| Cc1ccc(-c2nc(SCC(=O)N3CCc4ccccc43)c3c(=O)n(C)c(=O)n(C)c3n2)cc1 | -3.5 | -4.5 | 2.7%[57.1 µM] | . | 2.3% | . | . | . | -21.7% |
| CC(CC(=O)NCC1CCCO1)c1ccccc1 (stereo not drawn) | -7.5 | -4.8 | 2.1% | 1.3% | 1.8% | -1.2% | -5.6% | 1.4% | -6.3% |

Only part of the results is shown; rates above refer to the full screens.
